# High-throughput results (PubChem)
# Growth percent in the NCI-60 one-dose screen (48 h, 10 µM unless noted): 100 = growth as untreated, 0 = no growth, -100 = all killed.
# MCF7: MCF7 breast cancer | actives 6.3% (n = 82,000)
# MDA-MB-231: MDA-MB-231 breast cancer; AID 1794789; actives 5% (n = 81,000)
# K-562: K-562 leukemia | actives 7.4% (n = 78,000) | AID 1794777
# RPMI-8226: RPMI-8226 leukemia cells; actives 7.5% (n = 77,000); AID 1794781
# MOLT-4: MOLT-4 leukemia cells; actives 6.9% (n = 80,000)
# SR: SR leukemia cells. actives 8.7% (n = 73,000). AID 1794780
# MDA-MB-468: MDA-MB-468 breast cancer; AID 2202374; actives 8.5% (n = 78,000)
# CCRF-CEM: CCRF-CEM leukemia | actives 7% (n = 77,000) | AID 1794778
# An asterisk follows results filed as active; . = not tested or not shown; [ ] = dose if it differs, or a comment. The calls were made as follows: active = growth percent below 10; inactive = the rest.
SMILES,MCF7,MDA-MB-231,K-562,RPMI-8226,MOLT-4,SR,MDA-MB-468,CCRF-CEM
O=C(O)c1ccc(NC(=O)N2CCN(C(=O)Nc3ccc(C(=O)O)c(O)c3)CC2)cc1O,99,108,103,97,88,96,107,105
c1coc(-c2c3ccc(=[N+]4CCCCC4)cc-3oc3cc(N4CCCCC4)ccc23)c1,-70*,-56*,-50*,-43*,-43*,.,-89*,-50*
CCOc1ccccc1-c1nc2ccccc2s1,68,90,.,72,.,.,113,.
COc1ccc(C(=O)c2cc(F)c(F)c(OC)c2F)c(OC(=O)CCl)c1OC(=O)CCl,53,90,32,76,72,34,71,81
COc1cc(/C=C/C(=O)c2cc(OC)c(OC)c(OC)c2)ccc1OCc1ccc(F)cc1,11,47,12,-16*,46,16,18,5.5*
O=C(O)CC1CCN(c2ccc3nnc(Cl)n3n2)CC1,91,112,105,111,109,110,101,111
C=C(Cn1cc(-c2cccc(O)c2)nn1)[C@@H]1CC[C@]2(COC(C)=O)CC[C@]3(C)[C@H](CC[C@@H]4[C@@]5(C)CCCNC(C)(C)[C@@H]5CC[C@]43C)[C@@H]12,58,62,69,41,69,64,84,80
CC(C)(C)OC(=O)N1C=CC(=O)[C@@H](O[Si](c2ccccc2)(c2ccccc2)C(C)(C)C)[C@H]1/C=C/c1ccccc1,74,74,82,72,86,80,57,83
NCCCNc1nc2ccc(Cl)cc2c2c(=O)c3cc(F)ccc3sc12,47,3.4*,-39*,.,8.8*,-27*,43,12
Cc1nc2ccc(Cl)cn2c1-c1nnc(SCC(=O)c2ccccc2)o1,97,87,91,99,102,.,105,101
COc1ccc(-c2nc(SCC(=O)NCCc3ccc(S(N)(=O)=O)cc3)[nH]c(=O)c2C#N)cc1,109,15,120,112,114,116,108,106
CC1OC(n2c3ccccc3c3c4c(c5c6ccccc6[nH]c5c32)C(=O)N(CCN[C@H]2CCC[C@@H]2N)C4=O)CC(O)C1O (some centres not stated),6.5*,38,10,4.8*,7.6*,-1.1*,-20*,27
CC(C)Sc1nc(Cl)c(C#N)c(-c2ccc(F)cc2)n1,96,111,16,79,7.4*,-25*,99,6.6*
Cc1cc(Cc2cc(C)cc(C(C)(C)C)c2O)c(O)c(C(C)(C)C)c1,13,57,13,32,29,-7.3*,.,29
Cc1cc(C2(c3cc(C)c(O)c(Br)c3)OS(=O)(=O)c3ccccc32)cc(Br)c1O,108,102,130,109,98,.,113,118

# Next section; the last two above are carried over.
SMILES,MCF7,MDA-MB-231,K-562,RPMI-8226,MOLT-4,SR,MDA-MB-468,CCRF-CEM
Cc1cc(Cc2cc(C)cc(C(C)(C)C)c2O)c(O)c(C(C)(C)C)c1,13,57,13,32,29,-7.3*,.,29
Cc1cc(C2(c3cc(C)c(O)c(Br)c3)OS(=O)(=O)c3ccccc32)cc(Br)c1O,108,102,130,109,98,.,113,118
N#Cc1c(-c2ccco2)cc(-c2cccc(OCC(=O)O)c2)[nH]c1=O,83,.,88,105,96,88,91,94
Cc1ccc(-c2nc3sc(C)cn3c2/C=C/C(=O)c2c(F)cccc2F)cc1,94,112,.,99,.,.,109,95
N#C/C(=C/c1cccc([N+](=O)[O-])c1)C(N)=O,103,89,107,102,91,88,93,94
C=C(C)[C@@H]1CC[C@]2(C(=O)O)CC[C@]3(C)[C@H](CC[C@@H]4[C@@]5(C)CC/C(=N\OCCC#N)C(C)(C)[C@@H]5CC[C@]43C)[C@@H]12,70,80,63,56,74,51,57,84
Cc1ccc2nc(-c3ccc(N4C(=O)/C(=C/c5ccc(Cl)cc5)N=C4c4ccccc4)cc3)sc2c1,76,.,81,80,54,95,.,72
Cc1nn(-c2ccccc2)c2ncnc(N/N=C/c3cccc([N+](=O)[O-])c3)c12,75,87,75,86,83,108,82,83
Cc1cc2c3ccc(C)[n+](C)c3ccc2n1C,57,34,.,21,25,15,19,37
Cc1cc2nc3ccc(N=Nc4ccc(N(C)C)cc4)cc3n(-c3ccccc3)c-2cc1=N,-65*,-28*,18,-63*,0.8*,.,-89*,-47*
C[C@@H]1CC[C@@]2(OC1)O[C@H]1C[C@H]3[C@@H]4CC=C5C[C@@H](O[C@@H]6O[C@H](CO)[C@@H](O[C@@H]7O[C@@H](CO)[C@H](O)[C@H]7O)[C@H](O)[C@H]6O[C@@H]6O[C@@H](C)[C@H](O)[C@@H](O)[C@H]6O)CC[C@]5(C)[C@H]4CC[C@]3(C)[C@H]1[C@@H]2C,-88*,-95*,-1.0*,-60*,-60*,-58*,-40*,-74*
CC(C)=NNC(N)=S,7.0*,84,48,68,60,87,11,44
CN1CCCC1=O,96,108,97,104,112,.,100,102
O=C(Nc1ccc2oc(=O)ccc2c1)c1ccc(-c2ccc(Cl)c(Cl)c2)o1,86,87,65,70,73,90,98,58
Cc1[nH]c(C(=O)Nc2cc(S(C)(=O)=O)ccc2O)c2c1C(=O)CCCC2,84,96,97,94,104,.,79,95
O=C1OC(=O)c2ccccc2C1=O,96,114,105,103,102,103,106,99
COc1ccc(-c2nc(-c3ccccc3)cn3c2nc2ccccc23)cc1,102,92,.,103,96,97,72,117

# Full records, quoted from the list.
# Shown for Cc1ccc2nc(-c3ccc(N4C(=O)/C(=C/c5ccc(Cl)cc5)N=C4c4ccccc4)cc3)sc2c1 = MCF7 = 76; MDA-MB-231 = .; K-562 = 81; RPMI-8226 = 80; MOLT-4 = 54; SR = 95; MDA-MB-468 = .; CCRF-CEM = 72
# Shown for C[C@@H]1CC[C@@]2(OC1)O[C@H]1C[C@H]3[C@@H]4CC=C5C[C@@H](O[C@@H]6O[C@H](CO)[C@@H](O[C@@H]7O[C@@H](CO)[C@H](O)[C@H]7O)[C@H](O)[C@H]6O[C@@H]6O[C@@H](C)[C@H](O)[C@@H](O)[C@H]6O)CC[C@]5(C)[C@H]4CC[C@]3(C)[C@H]1[C@@H]2C = MCF7 = -88*; MDA-MB-231 = -95*; K-562 = -1.0*; RPMI-8226 = -60*; MOLT-4 = -60*; SR = -58*; MDA-MB-468 = -40*; CCRF-CEM = -74*
# Shown for N#C/C(=C/c1cccc([N+](=O)[O-])c1)C(N)=O = MCF7 = 103; MDA-MB-231 = 89; K-562 = 107; RPMI-8226 = 102; MOLT-4 = 91; SR = 88; MDA-MB-468 = 93; CCRF-CEM = 94

# Other structures:
SMILES,MCF7,MDA-MB-231,K-562,RPMI-8226,MOLT-4,SR,MDA-MB-468,CCRF-CEM
O=C(NCc1ccccc1)c1ccc2c(c1)NC(=O)[C@H]1CCCN21,84,115,109,97,113,112,101,97
Cc1ccc(C(=O)N(C(C)C)C(C)C)cc1,96,109,109,100,115,108,103,99
Cn1cc(/C=C2\SC(=S)N(CCCC(=O)N3CCOCC3)C2=O)c2ccccc21,99,87,105,104,99,101,110,110
CSC1=C(C#N)C(N)=NNC(=Nc2ccccc2)S1,92,85,95,110,107,109,111,107
COc1ccc(C2c3ccc4ccccc4c3Oc3nc[nH]c(=O)c32)cc1 (configuration not stated),79,70,72,93,88,73,103,93
Cc1c(C(N)=O)sc2[nH]c(=O)n(Cc3ccccc3)c(=O)c12,86,96,103,102,101,98,90,103
CCCC(=O)Nc1ccccc1C(=O)O,91,123,104,109,99,93,106,104
Cc1ccc(-n2c(-c3cc4c([nH]c5ccccc54)c(-c4cccc(O)c4)n3)n[nH]c2=S)cc1,2.9*,-1.2*,9.6*,-14*,0.7*,-22*,-32*,7.6*
COC(=O)c1sc2nc(N)c(C#N)c(C(=O)c3ccccc3)c2c1N,101,101,94,84,96,96,102,91
CCOC(=O)c1c(C(=O)c2cn(C)c3ccc(Br)cc23)c(-c2cn(C)c3ccc(Br)cc23)n(NC(=O)OC(C)(C)C)c1C,78[100 µM],51[100 µM],89[100 µM],69[100 µM],99[100 µM],89[100 µM],42[100 µM],102[100 µM]
O=[N+]([O-])c1ccccc1C(=Nc1ccccc1)c1c(O)cc(O)cc1O,105,101,39,100,46,107,118,16
Cc1cc(C)c(CC(=O)O)c(C)c1,96,120,95,112,98,98,111,103
COc1ccc(-c2c3c(nn2-c2ccc(OC)cc2)CCc2cnoc2-3)cc1,89,98,.,79,72,.,95,77
Cc1cccc(Cl)c1N,99,114,107,120,100,99,110,128
O=C(O)c1ccccc1C(=O)c1ccc2oc(=O)[nH]c2c1,100,99,107,109,123,101,103,112
CCOC(=O)N1CCN(c2nnc(C)c3ccccc23)CC1,92,114,100,97,109,101,104,103
O=[N+]([O-])c1ccc(C=Nc2c(-c3ccccc3)no[n+]2[O-])o1,68,114,53,90,88,56,100,71
CC(=O)N1CCN(C(=O)Cn2c(-c3ccc(C)cc3)csc2=N)CC1,89,75,84,82,73,81,94,88
OC(c1ccccc1)c1ccccn1 (configuration not stated),102,105,94,101,97,99,103,89
O=C(NC1CC1)c1cnn2c1NC(c1ccc(F)cc1)C2 (configuration not stated),91,100,114,105,104,100,103,104
O=c1[nH]c2ccccc2c(=O)c2ccccc12,111,117,93,102,86,95,102,98
CC(=O)O[C@H]1[C@H](O)C[C@]2(C)[C@H]3[C@H](O)C[C@@H]4C5=CC(C)(C)CC[C@]5(C)CC[C@@]4(C)[C@]3(C)CC[C@H]2C1(C)C,.,118,97,62,88,84,113,89
CCOC(=O)C1=C(C)N=C2Sc3cc(Cl)ccc3N2C1c1ccccn1 (configuration not stated),95,83,88,62,83,73,95,86
COC(=O)N1CCc2cc(O)c(OC)cc2C1(C)Cc1ccccc1 (configuration not stated),93,112,83,105,100,84,84,107
Nc1ncc(Cl)cc1[N+](=O)[O-],91,102,100,114,92,104,105,102
O=C(NC(=S)Nc1cc(-c2cccs2)[nH]n1)c1ccco1,93,82,89,80,94,67,83,87
Cc1ccc[n+](CC(=O)c2ccc3ccccc3c2)c1,111,96,100,111,103,112,101,107
Oc1ccc(-c2cnc(-c3ccccc3)[nH]2)c(O)c1,83,92,95,39,94,40,109,-42*
NCCCCn1c(SCCc2c[nH]c3ccccc23)nnc1-c1ccc2ccccc2n1,-89*,-84*,-35*,-50*,-35*,-20*,-87*,-23*
CCCCCC(=O)Nc1ccc(S(N)(=O)=O)cc1,91,98,96,86,75,85,101,109
Fc1cc(Br)ccc1-n1cnc2c(Nc3ccccn3)nc(Cl)nc21,96,100,87,90,94,91,86,104
CCOC(=O)c1c(NCC(=O)Nc2ccc(Cl)cc2[N+](=O)[O-])sc2c1CCCC2,88,92,98,98,80,107,93,82
CCC(CC)C(O)(C(=O)O)C(CC)CC,94,.,100,103,91,85,105,104
CCOC(=O)N1CCc2c(sc3nc(-c4ccccc4)nc(OCc4cn(C5OC(COC(C)=O)[C@H](OC(C)=O)[C@H](OC(C)=O)[C@@H]5OC(C)=O)nn4)c23)C1 (some centres not stated),88,77,.,.,46,38,82,77
CCOC(=O)N1CCN(CCCOc2cccc(N(CC)CC)c2)CC1,102,96,79,92,88,88,90,102
Fc1ccc(Nc2nnc(-c3cc(F)c(F)c(F)c3)o2)cc1,91,107,82,98,89,.,103,97
N#Cc1nc(-c2ccc(Cl)cc2)oc1N1CCC(S(=O)(=O)N2CCOCC2)CC1,94,95,101,105,104,89,97,108
CCCOC(=O)c1ccc2c(c1)[N+](=O)C(C(=O)Nc1ccccc1)=C(C)[N+]2=O,75,101,98,.,102,87,65,.
COc1ccc(C2=NN(C(=O)c3cc(-c4ccc(Cl)cc4)nc4ccccc34)C(c3cc(-c4ccccc4)nn3-c3ccccc3)C2)cc1 (configuration not stated),88,93,65,87,64,71,90,65
Cn1c(=O)[nH]c(=O)c2nc(/C=C/c3cn(-c4ccccc4)nc3-c3ccccc3)c(=O)[nH]c21,77,107,116,105,112,114,94,105
CCC(COC(=O)c1ccccc1)NC1CCCC1 (configuration not stated),100,110,97,102,102,107,97,96
CCCCCN(CCCCC)C(C)C(O)c1ccc2cc(Br)c3ccccc3c2c1 (configuration not stated),95,105,84,87,101,85,110,.
Oc1ccccc1-c1nnc(Cn2c(Cc3cccc4ccccc34)nc3ccccc32)o1,102,101,99,96,91,95,105,99
O=C1CCc2c(sc3[nH]c(=S)n(-c4ccc(OC(F)(F)F)cc4)c(=O)c23)C1,45,61,18,-22*,47,36,-4.6*,.
COc1cc(/C=C2/N=C(c3cnccn3)N(c3cccc4cccnc34)C2=O)ccc1O,87,74,95,93,92,89,91,86
Nc1ccccc1C1CCCCC1,100,111,96,116,94,95,105,103
CCn1cc(C(=O)O)c(=O)c2cc(F)c(N3CCN(C(=O)C(C)Br)CC3)cc21 (configuration not stated),94,102,76,81,76,83,101,60
O=C(/C=C/c1ccc(F)cc1)c1ccc(-n2cc(CN3CCN(c4cc5c(cc4F)c(=O)c(C(=O)O)cn5C4CC4)CC3)nn2)cc1,98,97,100,101,107,109,95,100
Cc1cc(C)nc(SCC(=O)Nc2cccc(N=Cc3ccccc3O)c2)n1,94,89,96,97,99,109,88,89
CC1CC2CCCCC2CC1=O (configuration not stated),93,112,104,107,101,88,110,90
C[C@]12CC[C@H](O)C[C@@H]1CC[C@@H]1[C@@H]2CC[C@]2(C)OCCC[C@@H]12,116,109,90,100,97,96,99,.
Cc1[nH]nc2ccc(-c3nc4cnc(N5CCN(C)CC5)cn4c3Nc3ccc(F)cc3Br)cc12,15,8.9*,5.3*,-6.5*,39,4.6*,56,3.2*
C=C1C(=O)O[C@H]2[C@H]1CC/C(COC(=O)C(=O)c1cn(C)c3ccc(Cl)cc13)=C\CC[C@@]1(C)O[C@@H]21,-54*,-69*,3.1*,-34*,-15*,2.7*,-88*,-35*
CN1C(=O)c2ccc(NC(=O)COc3cccc4ccccc34)cc2C1=O,95,118,92,102,81,.,127,103
COc1ccc(-c2c3c(cn2Cc2ccccc2OC)-c2oncc2CCC3)cc1,92,99,84,93,89,89,91,94
CCOC(=O)c1ccc(NC(=S)NC(=O)c2cccc(NC(=O)C(C)C)c2)cc1,26,81,25,37,27,68,66,29
O=c1[nH]c2ccc(Cl)cc2cc1CSc1ccc(Nc2nccc(-c3ccc4ccccc4c3)n2)cc1,29,55,86,69,80,88,15,80
O=C1c2ccccc2C(=O)c2cc(Cn3cc[n+](Cc4ccc5c(c4)C(=O)c4ccccc4C5=O)c3)ccc21,84,93,92,91,99,49,43,90
